mHTT-CaM PPI inh – inhibitors of human mutant huntingtin-calmodulin interaction | P42858 | AlphaScreen His-mHTT/GST-CaM binding, luminescence | AID 1671202 | inhibition, % at 15 µM | 3.6% of 190,000 active;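 further: 0% = both proteins with DMSO and 100% = one protein alone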
Pf apPOL inh – Pf-apPOL DNA polymerase inhibition | inhibition, % at 10 µM | 0.25% of 210,000 active | Recombinant Pf-apPOL, molecular beacon fluorescence, 1.5 h
* = called active by the depositor; i = inactive; nt = not tested or not shown; & = joins results of further samples. No stated cut-off is given here; in the data, active means inhibition above about 50%; inactive means the rest. An excerpt (hit frequency here may not be typical).

SMILES	mHTT-CaM PPI inh	Pf apPOL inh
CCN(CC)c1ccc2cc(C(N)=O)c(=NCc3ccccc3)oc2c1	-24	-3
Cc1ccccc1NC(=O)C1CCc2sc(C(=O)N(C)C)cc2C1 (centres undefined)	-3	-3
O=C(N1CCN(C2CCCCC2)CC1)C1(S(=O)(=O)c2ccc(Cl)cc2)CC1	1	0
CSc1ccc(NC(=O)N2CCc3c(c(-c4nc(C5CC5)no4)nn3C)C2)cc1	42	0
CC(C)C(NC(=O)c1cccs1)C(=O)NC1=NCCS1 (centres undefined)	-3	0
CCN(C)C(=O)c1ccccc1N1CCC(NC(=O)c2ccccc2Cl)CC1	3	-22
CC(=O)Nc1ccc(SCc2c(F)cccc2Cl)nn1	-10	-5
COc1ccc(CN2CCN(C(=O)c3ccc([N+](=O)[O-])cc3)CC2)c(OC)c1	6	-9
O=S(=O)(NCC1CCN(Cc2ccsc2)CC1)c1cccc(C(F)(F)F)c1	-7	-11
Cc1ccc(C(=O)CSc2n[nH]c(-c3ccncc3)n2)cc1C	8	-3
O=C(C(Cl)Cl)N1CCC(n2c(=O)oc3ccc(F)cc32)CC1	2	1
COc1cc(C(=O)OCCNC(=O)c2cccnc2)cc(OC)c1OC	-3	-3
S=c1[nH]nc(-c2ccco2)n1/N=C/c1ccccn1	i	nt
CCOC(=O)C12CCC(CC1)NC2=O	nt	-17
CCN1CC=C2C(C#N)=C(N)C(C#N)(C#N)C(c3cccnc3)C2C1 (centres undefined)	0	-2

The final 3 compounds of the part above come first, to join the parts.
SMILES	mHTT-CaM PPI inh	Pf apPOL inh
S=c1[nH]nc(-c2ccco2)n1/N=C/c1ccccn1	i	nt
CCOC(=O)C12CCC(CC1)NC2=O	nt	-17
CCN1CC=C2C(C#N)=C(N)C(C#N)(C#N)C(c3cccnc3)C2C1 (centres undefined)	0	-2
NC(=O)c1c(Cl)nc(Cl)c(Cl)c1Cl	-2	-6
O=C(c1cc2n(n1)CCCN(Cc1cccc(F)c1)C2=O)N1CCCCCC1	4	-5
O=C(Cc1ccccc1)NC1CC(O)C(CO)C1 (centres undefined)	-11	-8
O=C(Nc1nn[nH]n1)c1cc(Cl)ccc1[N+](=O)[O-]	8	7
COc1ccc(NC(=O)NCCC2CCN(S(=O)(=O)c3ccc(F)cc3)CC2)cc1	21	0
COc1c(Cl)cc([N+](=O)[O-])c(OC)c1C(=O)NC(=O)Nc1c(C)cccc1C	nt	-3&-2
CS(=O)(=O)c1nc2ccccc2n1Cc1ccccc1F	-6	2
Cc1cccc(NC(=O)COc2cccc(C)c2)c1	-32	4
CCOc1ccc(CCNC(=O)Cn2cc3c(n2)CCCCC3)cc1OCC	1	-1
CCCc1nc(-c2c(C)cc(C)nc2NC(=O)c2ccc(F)cc2Cl)no1	1	-3
C=C(C)COc1ccc2c(c1)OC(=Cc1cccc(F)c1)C2=O	-5	-6
COc1ccc(C2NC(=O)c3c(sc4c3CCCC4)N2)c(OC)c1 (centres undefined)	46	4
CC1(C)CC(=O)c2cnc(NC(=O)CSc3nc4ccccc4s3)nc2C1	-3	-8
Cc1oc2c(O)c(O)ccc2c(=O)c1-c1ccccc1Cl	5	0
COCCn1c(C2CCN(C(=O)Nc3ccc4c(c3)OCCO4)C2)nc2cccnc21 (centres undefined)	6	-4
O=C1CC(N2CCN(c3ccc(F)cc3)CC2)C(=O)N1c1cccc([N+](=O)[O-])c1 (centres undefined)	-4	-2
CCOC(=O)c1cnc2c(c(C)nn2C)c1Sc1nnc(SC)s1	nt	-9
COc1ccc(S(=O)(=O)Nc2cc(Cl)c(Cl)cc2Cl)cc1	1	0
COc1ccc(C2C(S(=O)(=O)N(C)C3CCCCC3)CON2C)cc1 (centres undefined)	0	0
CCOc1ccc(NC(=O)C2CCCN(C(=O)c3cccc(Cl)c3)C2)cc1 (centres undefined)	33	1
O=C(CSc1nc2c(c(=O)n1-c1ccccc1)SCC2)Nc1cccc(C(F)(F)F)c1	4	0
O=C(Nc1nc2ccccc2s1)C1CC(=O)N(CCc2c[nH]c3ccc(F)cc23)C1 (centres undefined)	44	-2
Cc1ccc(C(=O)N2CCC(CC(=O)NCCN3CCCCCC3)CC2)cc1	13	-2
CCOC(=O)C1(C#N)C(c2ccc(OC)cc2)C(c2cccs2)=NN1c1ccc([N+](=O)[O-])cc1 (centres undefined)	nt	1&-2
O=C(Nc1nc2ccccc2s1)c1cccc(C(=O)Nc2nc3ccccc3s2)n1	-2	-9
C=CCCN(Cc1ccc(C)cc1)S(=O)(=O)C=C	-22	-3
COc1ccc(-c2c(C)cc3oc(=O)cc(-c4ccccc4)c3c2C)cc1C=O	6	-3
O=c1cc(O)c2sc(SCCN3CCOCC3)nc2[nH]1	5	nt
O=C(NCCNc1ccc([N+](=O)[O-])cc1Cl)c1ccccc1F	2	-12
CC1=NS(=O)(=O)N(C)C=C1C(=O)OCc1ccccc1Cl	-21	-3
COc1ccc(NC(=O)N2CCCC2c2cc(C)on2)c(OC)c1 (centres undefined)	-3	2
COc1ccc(CC(=O)Nc2ccc(S(=O)(=O)Nc3c(C)cc(C)cc3C)cc2)cc1	13	-11
Cc1ccc2nc(NC(=O)CSc3ccc(NC(=O)C4CC4)nn3)sc2c1	-6	5
CCc1ccc(N(CC(=O)NC2CCCCC2)S(C)(=O)=O)cc1	-1	-2
Cc1ccc(C)c(N(CC(=O)Nc2ccccc2C(=O)N2CCCC2)S(C)(=O)=O)c1	0	0
C=CCc1cc(OC)ccc1OCCCN1CCN(C)CC1	-2	-12
CCNC(=O)c1ccc(-c2csc(C3CC3)n2)cc1	0	-7
Cc1nc2nc(-c3ccccc3)cn2nc1C	-2	-3
CSc1scc2c1-c1nc(SCC(=O)C(C)(C)C)ncc1CC2	nt	11
Cc1ccc(CNC(=O)C23CCC(C)(C(=O)C2)C3(C)C)cc1 (centres undefined)	-2	-4
COc1ccc(OC)c(NC(=O)c2cc3cccc(OC)c3oc2=Nc2ccc(C(=O)O)cc2)c1	5	-5
O=C(NC1CC1)c1cccnc1SCc1ccccc1F	5	1
COc1cccc2c1OC1(C)CC2NC(=O)N1c1cccc(C(=O)NCCc2ccc(C)cc2)c1 (centres undefined)	12	-6
COc1ccc(Cl)cc1S(=O)(=O)NCC1(C)CCOCC1	2	0
COc1ccc(OC)c(CN2CCC(C(=O)NCc3ccc(C)cc3)CC2)c1	1	-8

Among those listed so far, these contain a thiophene ring, fused or not.
SMILES	mHTT-CaM PPI inh	Pf apPOL inh
Cc1ccccc1NC(=O)C1CCc2sc(C(=O)N(C)C)cc2C1 (centres undefined)	-3	-3
CC(C)C(NC(=O)c1cccs1)C(=O)NC1=NCCS1 (centres undefined)	-3	0
O=S(=O)(NCC1CCN(Cc2ccsc2)CC1)c1cccc(C(F)(F)F)c1	-7	-11
COc1ccc(C2NC(=O)c3c(sc4c3CCCC4)N2)c(OC)c1 (centres undefined)	46	4
CCOC(=O)C1(C#N)C(c2ccc(OC)cc2)C(c2cccs2)=NN1c1ccc([N+](=O)[O-])cc1 (centres undefined)	nt	1&-2
CSc1scc2c1-c1nc(SCC(=O)C(C)(C)C)ncc1CC2	nt	11

(continued)
SMILES	mHTT-CaM PPI inh	Pf apPOL inh
CN1CCN(C(=O)CN(c2ccccc2F)S(C)(=O)=O)CC1	3	-10
O=C(Nc1ccc(F)cc1)c1cc(S(=O)(=O)NCCc2ccc(Cl)cc2)ccc1F	61*	-5
CCCc1nnc(NC(=O)C2CC(=O)N(CCc3c[nH]c4ccc(Cl)cc34)C2)s1 (centres undefined)	9	0
COc1ccc(-c2c(C)c3cc(OCC(=O)OC(C)C)ccc3oc2=O)cc1OC	2	-8
Cc1noc(CNC(=O)C2c3ccccc3Oc3ccccc32)n1	-7	-5
CCN(CC)CC(=O)Nc1cc(Cl)ccc1Cl	-24	-4
COc1ccc(Br)cc1S(=O)(=O)NCCOC12CC3CC(CC(C3)C1)C2	25	8
Cc1ccc(S(=O)(=O)N2CCC(C(=O)N3CCCC3)CC2)cc1	-2	-2
COc1nn(C)cc1C(=O)N1CCN(c2nc3ccc([N+](=O)[O-])cc3s2)CC1	-16	-9
O=C(CN1CCOCC1)NCCCCCNC(=O)CN1CCOCC1	-10	nt
O=c1c2ccccc2nc(SCc2c(F)cccc2Cl)n1-c1ccc(Cl)c(Cl)c1	nt	-8&-4
O=C(CN1C(=O)/C(=C/c2ccccc2F)Sc2ccccc21)N1CCCCC1	-4	1
COc1ccc(NC(=O)c2noc3c2CCCC3)c(OC)c1	-6	-1
O=C(c1cccc(F)c1)N1CCN(c2cc(-c3ccccc3)[nH]n2)CC1	17	2
Cc1ccccc1C(=O)N1CCCC(COc2ccc(C(=O)N3CCCCC3)cc2)C1 (centres undefined)	2	0
O=C(NCc1cccc(Cl)c1)c1ccc(Cn2nnc3ccsc3c2=O)cc1	6	-2
CC(=O)c1cccc(NC(=O)c2cc(C)c(C)o2)c1	1	-8
CCc1cc2c(=O)c(-c3nc4ccccc4s3)c(C)oc2cc1OC	-2	12
O=C1OC(c2ccc([N+](=O)[O-])cc2Cl)=N/C1=C\c1cccc(F)c1	1	-5
CN1C(=O)NC(NC(=O)c2cccc(Cl)c2)(C(F)(F)F)C1=O (centres undefined)	3	-5
COCCNc1ncnc2c1cnn2-c1ccc(C)cc1C	6	-7
O=C(c1ccc(OCC2CCCN(C(=O)c3ccc(F)c(F)c3)C2)cc1)N1CCCC1 (centres undefined)	4	-1
C1=CC2c3cccc4c3N(CC2C1)CC1CC=CC41 (centres undefined)	40	nt
Cn1nc(-c2cccs2)nc2c(=O)n(C)c(=O)nc1-2	-1	-3
COc1ccccc1C1CC(=O)CC(c2ccccc2OC)S1 (centres undefined)	-21	-6
COc1ccc(C(=O)N2CCC(CCOc3ccccc3F)CC2)cn1	16	0
Nc1ncnc(Nc2ccc(Oc3ccc(Cl)cc3)cc2)n1	nt	-24
Cc1ccc(CNC(=O)CCc2nc3ccccc3n(Cc3ccccc3C)c2=O)cc1	27	-8
CC1CCC2(CC1)OCC(C(=O)NC1CC1)N2C(=O)c1ccc(Cl)c(Cl)c1 (centres undefined)	-3	-3
CCOCCCNC(=O)c1cn(C)c(=O)c2c1c1ccccc1n2C	-2	-3
CCOc1ccccc1/C=C1/N=C(c2cccc(Br)c2)OC1=O	4	-9
CCc1cccc(NC(=O)CN2CCc3ccccc3C2C(=O)N2CCC(C)CC2)c1 (centres undefined)	14	-3
Cc1c(CCC#N)c(NCCN(C)C)n2c(nc3ccccc32)c1C#N	20	4
COc1cc2c(cc1OC)C(C(C)C)=NC(C)(C)C2	-11&-4	-7&-6
CCN(CC)c1ccc(NC(=O)c2cnccn2)cc1	60*	2
CCCc1nnc(N)s1	-5	nt
O=C(NCc1ccccn1)C1CCN(c2nnc3ccccn23)CC1	1	-4
COC(=O)c1sccc1N(C)S(C)(=O)=O	nt	-6
COc1ccc(CCN(C)CC(=O)Nc2c3c(nc4ccccc24)CCC3)cc1OC	5	0
O=S(=O)(NCC1CCCO1)c1cc(Br)c(Br)s1 (centres undefined)	2	-1
COc1ccc(-c2cc3ccc(OCC(=O)OC(C)C)cc3oc2=O)cc1	-8	-12
CCN1CCCC1CNC(=O)CNC(=O)c1nn(-c2ccc(OC)cc2)c(=O)c2ccccc12 (centres undefined)	2	-1
CCCNC(=O)CSc1nc2nc(C)c(Cc3ccccc3Cl)c(C)n2n1	8	-2
COc1ccc(/C=C2/SC(=Nc3ccc(O)cc3)NC2=O)cc1OC	7	3
CCOc1cc(=O)n2c(c1C(=O)NCc1ccc(F)cc1)CCC2	-6	-3
NC(=O)/C(=C\c1ccccc1)NC(=O)c1ccc(Br)o1	4	-3
Cc1ccccc1Cc1c(C)nc2c(C(=O)NC3CCCC3)cnn2c1C	-1	-9
CC(C)NC(=O)C(=O)NC(C)c1ccccc1 (centres undefined)	0	-10
Cc1ccc(NC(=O)CC2Sc3ccccc3NC2=O)c(Br)c1 (centres undefined)	-5	-4
O=C(NCc1ccccc1)C(=O)NC1CCCCCC1	1	-8
Cc1cc(N)ccc1-c1ccc([N+](=O)[O-])cc1C	2	-8
CC(=O)Nc1nc(-c2ccc3c(c2)Cc2ccccc2-3)cs1	-3	-3
COc1ccc(OC)c(N(CC(=O)Nc2ccccc2Cl)S(=O)(=O)c2ccccc2)c1	0	-2
CCN(CC)C(=O)c1cccnc1N1CCNC(c2ccccc2)C1 (centres undefined)	3	4
C#CCOc1ccc(C2CC(=O)Nc3c2c(C)nn3-c2nc3ccccc3s2)cc1OC (centres undefined)	-4	-1
COc1ccc(NC(=O)c2snnc2C)cc1N1CCCCC1=O	-7	-3
CC(=O)Nc1ccc(N=C(C)C2=C(O)c3ccccc3C2=O)cc1	1	3
Cc1cccc(N=Cc2c(O)n(-c3c(C)cc(C)cc3C)c(=O)[nH]c2=O)c1	19	-4
CC(=O)Nc1ccc(S(=O)(=O)NC(CC(=O)NC2CCCC(C)C2C)C(C)C)cc1 (centres undefined)	7	-4
O=C1NC(c2cccs2)Nc2sc3c(c21)CCCC3 (centres undefined)	7	-2

Quoted from the listing:
Entry for CCOCCCNC(=O)c1cn(C)c(=O)c2c1c1ccccc1n2C in mHTT-CaM PPI inh: -2
Entry for Cc1ccc2nc(NC(=O)CSc3ccc(NC(=O)C4CC4)nn3)sc2c1 in mHTT-CaM PPI inh: -6

Reformatted: entries from further up
smiles,mHTT-CaM PPI inh,Pf apPOL inh
Cc1c(CCC#N)c(NCCN(C)C)n2c(nc3ccccc32)c1C#N,20,4
Cc1ccccc1Cc1c(C)nc2c(C(=O)NC3CCCC3)cnn2c1C,-1,-9
COc1ccc(/C=C2/SC(=Nc3ccc(O)cc3)NC2=O)cc1OC,7,3
O=C(CN1CCOCC1)NCCCCCNC(=O)CN1CCOCC1,-10,nt

Next part:
SMILES	mHTT-CaM PPI inh	Pf apPOL inh
CCCSc1nnc2c(n1)OC(c1ccsc1)Nc1ccccc1-2 (centres undefined)	9	4
CCOc1ccccc1C1N(c2nccs2)C(=O)C2CCCN21 (centres undefined)	4	-4
CN1CCN(c2nc(-c3ccccc3F)nc3ccccc23)CC1	-3	-4
COc1cc(C2SCC(=O)N2Cc2ccco2)ccc1O (centres undefined)	-2	-4
CCCc1cc(C2CCCN2C(=O)Cc2ccc(F)cc2)no1 (centres undefined)	-5	6
